Source: PubChem BioAssay
TROY signal inh: blocks TROY-dependent signaling in reporter cells. inhibition, % at 10 µM. AID 1347056. Q293 LMP1-TROYcd NF-kB luciferase reporter, 4 h. 0.98% of 360,000 active;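 active means compounds whose plate-normalised and pattern-corrected inhibition of the luciferase reporter signal at the single screening dose is 50% or more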
TRAIL sens C8: caspase-8 TRAIL sensitization. NB7+C8 cells + TRAIL, ATPlite viability luminescence. inhibition (viability loss, TRAIL sensitization), % at 10 µM. 1% of 360,000 active. AID 624354;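 active means compounds causing at least 50% loss of cell viability in the single-dose screen, relative to plate controls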
SRC2 inh: inhibits human steroid receptor coactivator 2. Q15596. 0.17% of 370,000 active. inhibition, % at 9 µM. HEK293 GAL4-SRC2 luciferase reporter, luminescence;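 active means inhibition above the mean inhibition of all tested compounds plus 3 SD, set per campaign, cut at about 52% in these data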;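 further: 0% = DMSO treated cells and 100% = cells given Gossypol at 36 µM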
Target sequence (Q15596 whole entry, looked up, the tested form may be a part): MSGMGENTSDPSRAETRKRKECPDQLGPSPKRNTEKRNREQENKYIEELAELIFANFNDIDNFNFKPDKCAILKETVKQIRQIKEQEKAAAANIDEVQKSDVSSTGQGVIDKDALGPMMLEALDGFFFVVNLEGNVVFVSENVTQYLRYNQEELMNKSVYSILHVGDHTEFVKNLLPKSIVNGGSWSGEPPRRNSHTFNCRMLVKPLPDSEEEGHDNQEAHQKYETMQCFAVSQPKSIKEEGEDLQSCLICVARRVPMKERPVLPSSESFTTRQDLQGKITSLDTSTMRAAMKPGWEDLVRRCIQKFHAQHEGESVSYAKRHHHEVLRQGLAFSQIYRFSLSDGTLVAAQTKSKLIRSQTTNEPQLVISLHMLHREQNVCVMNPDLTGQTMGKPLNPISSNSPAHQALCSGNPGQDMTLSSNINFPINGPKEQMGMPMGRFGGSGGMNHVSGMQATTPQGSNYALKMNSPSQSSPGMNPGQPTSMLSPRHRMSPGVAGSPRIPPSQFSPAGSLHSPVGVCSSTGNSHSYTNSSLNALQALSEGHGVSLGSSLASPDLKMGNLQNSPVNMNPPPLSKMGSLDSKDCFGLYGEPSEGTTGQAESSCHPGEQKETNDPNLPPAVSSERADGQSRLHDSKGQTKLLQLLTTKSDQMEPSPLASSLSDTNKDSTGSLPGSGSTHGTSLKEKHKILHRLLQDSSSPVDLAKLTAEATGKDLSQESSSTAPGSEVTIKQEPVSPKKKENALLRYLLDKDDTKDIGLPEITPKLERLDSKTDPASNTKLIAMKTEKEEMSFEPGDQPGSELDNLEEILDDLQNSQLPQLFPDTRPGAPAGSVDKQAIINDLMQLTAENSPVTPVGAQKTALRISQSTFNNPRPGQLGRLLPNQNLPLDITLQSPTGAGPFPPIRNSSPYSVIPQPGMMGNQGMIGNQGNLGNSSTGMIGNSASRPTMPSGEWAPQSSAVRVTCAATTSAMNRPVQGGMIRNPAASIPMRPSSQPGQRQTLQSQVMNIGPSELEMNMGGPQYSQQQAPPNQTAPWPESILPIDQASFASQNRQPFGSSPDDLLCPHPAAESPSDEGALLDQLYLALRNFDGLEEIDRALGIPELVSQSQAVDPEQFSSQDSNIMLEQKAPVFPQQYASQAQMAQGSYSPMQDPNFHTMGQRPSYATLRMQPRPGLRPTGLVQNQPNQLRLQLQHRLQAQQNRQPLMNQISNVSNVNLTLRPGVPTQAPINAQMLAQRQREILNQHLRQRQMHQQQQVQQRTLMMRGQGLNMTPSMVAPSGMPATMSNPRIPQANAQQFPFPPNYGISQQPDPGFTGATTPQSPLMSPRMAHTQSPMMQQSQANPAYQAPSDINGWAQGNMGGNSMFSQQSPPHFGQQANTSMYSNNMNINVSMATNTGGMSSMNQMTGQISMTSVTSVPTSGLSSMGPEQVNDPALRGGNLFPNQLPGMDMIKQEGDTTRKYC
SRC1 inh: inhibits human SRC1 coactivator; 0.12% of 360,000 active; HEK293 GAL4-SRC1 luciferase reporter, luminescence; inhibition, % at 3.6 µM; Q15788; AID 588354;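 active means inhibition above the campaign mean plus 3 SD, with each screening campaign given its own cutoff, cut at about 60% in these data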;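 further: 0% = DMSO treated cells and 100% = gossypol at 36 µM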
Vif imaging: inhibitors of HIV Vif; inhibition, % at 7.49 µM; 0.35% of 340,000 active; HEK293T cells, Vif self-association by quenched fluorescence, imaging, 24 h; AID 602346; in the data active means inhibition above about 50%, passing the limit was not always enough; further: some results filed as inactive read as strong as hits
LMP1 NFkB inh: reduces LMP1-driven NF-kappaB luciferase signal. 0.69% of 350,000 active. inhibition, % at 12.5 µM. LMP1-induced NF-kappaB luciferase reporter cells, luminescence; in the data active means inhibition above about 41%;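 further: 0% = neutral control wells and 100% = reference inhibitor control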
NOD2 RIPK2 PPI: blocks binding of human NOD2 to RIPK2; CHO BLA complementation NOD2-RIPK2, CCF4 ratio; AID 624267; O43353; 0.38% of 360,000 active; inhibition, % at 4.98 µM; in the data active means inhibition above about 21%;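 further: 0% = vehicle only and 100% = reference blocker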
TLR9-MyD88 block: blocks human TLR9 binding to MyD88; AID 504734; Q9NR96+Q99836; 0.21% of 340,000 active; inhibition, % at 4.98 µM; CHO BLA complementation TLR9-MyD88, CCF4 FRET ratio;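 active means inhibition above the mean over all tested compounds plus 3 SD, cut at about 21% in these data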;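 further: 0% = DMSO only wells and 100% = clavulanate BLA inhibitor control wells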
NR5A2 inv ag: NR5A2 inverse agonism in reporter assay; inhibition, % at 3.6 µM; 0.13% of 360,000 active; O00482; HEK293T StAR-luciferase reporter, LRH-1 transfected, 24 h;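 active means inhibition above the mean inhibition of all tested compounds plus 3 SD, cut at about 73% in these data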;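 further: 0% = DMSO wells and 100% = reporter-only cells lacking LRH-1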
COUP-TFII inh: inhibitors of human COUP-TFII (NR2F2). P24468. HEK293T NGFI-A luciferase reporter, luminescence. inhibition, % at 8.6 µM. 0.7% of 370,000 active. AID 686940;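 active means inhibition above a per-plate cutoff, mean inhibition of test wells between control levels plus 3 SD, cut at about 38% in these data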;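 further: cells cotransfected with COUP-TFII expression vector driving the NGFI-A reporter; 0% = median of COUP-TF2 test wells and 100% = reporter-only cells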
NCOA3 inh: inhibitors of human steroid receptor coactivator 3 (SRC3); Q9Y6Q9; HEK293 GAL4-SRC3 luciferase reporter, luminescence; inhibition, % at 3.6 µM; 0.17% of 360,000 active; AID 588352;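 active means inhibition above a per-campaign cutoff, the mean of all compounds plus 3 SD, cut at about 60% in these data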;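 further: 0% = DMSO-treated cells and 100% = gossypol-treated cells at 36 µM; higher means less SRC3-driven luciferase light from the GAL4 reporter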
* marks the source's active call; other numbers are inactive results; . = no result given. An excerpt (hit frequency here may not be typical).

SMILES	TROY signal inh	TRAIL sens C8	SRC2 inh	SRC1 inh	Vif imaging	LMP1 NFkB inh	NOD2 RIPK2 PPI	TLR9-MyD88 block	NR5A2 inv ag	COUP-TFII inh	NCOA3 inh
Cc1ccc(-c2nnc(N3CCOCC3)c3ccccc23)cc1S(=O)(=O)NCc1cccnc1	4	0	-35	-13	9	4	-3	1	5	20	-18
CN(C(=O)COC(=O)CCC(=O)c1ccccc1)c1c(N)n(Cc2ccccc2)c(=O)[nH]c1=O	23	5	5	-18	12	4	-2	-3	-5	-26	-14
Cc1cc(C)n2ncc(S(=O)(=O)c3ccccc3)c2n1	-2	-5	-8	2	-3	-1	1	-3	-6	12	7
CCCCN(C)C(=O)CS(=O)(=O)Cc1nc(-c2cccc(OC)c2)oc1C	-3	6	3	-46	-6	-1	-7	0	-7	16	-1
Cc1cc(N/N=C/c2ccc(O)cc2O)nc(-n2nc(C)cc2C)n1	-5	36	5	-8	-5	10	-8	9	-11	5	6
COc1ccc(C(=O)NNC(=O)C(=O)NCc2ccccc2)cc1	-7	-3	3	-23	3	6	-5	-7	-8	5	13
Cc1cc(N2CCOCC2)nc(-c2ccc(Br)cc2)n1	-26	4	-12	-43	7	-2	-4	5	0	7	8
COc1ccc2cc(CN(C(=O)Nc3ccccc3)C3CCCC3)c(=O)[nH]c2c1	-24	20	0	1	-10	-8	0	-1	14	-8	3
COc1ccc(C(=O)N2CCN(c3ccccc3)CC2)cc1S(=O)(=O)N1CCCC1	-13	-7	3	0	-8	-1	-5	-11	-7	15	-22
CCOC(=O)C1CCCN(C(=O)Cn2cnc3c2c(=O)n(C)c(=O)n3C)C1 (stereo unspecified)	-12	-5	-1	2	-13	-3	-11	-7	-2	15	6
COc1ccc(-c2sc3cc(OC)c(OC)cc3c2C#CCCO)cc1	-21	-11	-33	-16	-2	-10	9	-5	11	5	-7
O=[N+]([O-])c1cc(-c2n[nH]c(-c3ccccc3)n2)cc([N+](=O)[O-])c1	-8	13	-16	-1	-7	-5	-3	-3	12	9	5
COc1cc(C(O)c2nc(-c3ccc(F)c(Cl)c3)cs2)ccc1F (stereo unspecified)	-12	4	-26	-7	5	.	4	.	-4	3	-4
CCCCNc1ccccc1C(=O)OCC(=O)Nc1ccc(S(N)(=O)=O)cc1	8	-8	10	-8	-3	0	5	12	3	9	7
COc1ccc(N2CCN(c3nc(NCCO)nc(N4CCOCC4)n3)CC2)cc1	-3	-16	15	-26	-1	5	-7	-3	1	-7	-21
Nc1c(C(=O)CSc2nnnn2-c2ccc(O)cc2)c(=O)[nH]c(=O)n1C1CC1	6	-6	11	-4	-1	-10	10	-7	-4	-6	12
CN(C)S(=O)(=O)c1cccc(C(=O)N=C2N=C3C=CC(Cl)=CN3Cc3ccccc32)c1	-85	33	-38	-72	4	-35	1	11	-82	-11	-58
CCC(C)N(C(=O)Cn1nnc(-c2ccc(F)cc2)n1)C1CCS(=O)(=O)C1 (stereo unspecified)	-85	-5	-4	-12	-1	-5	3	0	1	-9	11
O=C(NCCCN1CCOCC1)c1ccc2ccccc2c1	5	-27	-41	-3	.	4	0	2	-16	-8	1
Nc1ccc(-c2ccc(N)c(C(=O)O)c2)cc1C(=O)O	-21	-1	-34	-17	1	0	-1	0	11	-4	-1
CC(C)CNC(=O)NC(=O)COc1c(F)c(F)cc(F)c1F	1	8	-12	-2	19	-6	-3	-10	-27	-14	-2
Cc1ccc2cc3c(N)c4c(C)ccc(C)c4nc3nc2c1	-27	20	-52	-8	0	8	1	1	-7	7	-10
CC(C)NC(=S)NN=C1c2ccccc2-c2ccccc21	-14	-1	10	-8	4	0	3	-2	-3	9	9
O=C(CN1C(=O)CSCC1=O)Nc1ccc2c(c1)OCO2	-29	-8	-11	-8	-5	8	-7	-4	-17	-3	4
Cc1nnc(NC(=O)CCC(=O)NCc2cccs2)s1	-4	-5	-13	3	5	-2	-5	-9	6	-2	5
COC(=O)C1CCN(C(=O)Nc2ccccc2)CC1	0	14	14	12	-4	-2	-1	6	24	-7	13
CCN(CC)c1ccc2cc(-c3nnc(-c4ccncc4)o3)c(=O)oc2c1	10	25	-17	-16	.	-16	-4	4	-20	-11	-24
Cc1nnc(N/N=C/c2ccccc2F)n1N	-41	23	-31	-6	59*	-1	-1	12	21	-17	1
Cc1cc(C)n2nc(SCC(=O)N(CCC#N)c3ccc(F)cc3)nc2n1	-10	-18	-20	-8	1	-3	-10	0	11	-12	-6
N#CC1=C(N)SC2(CCCCC2)SC1c1ccccc1 (stereo unspecified)	7	-2	.	-18	-10	-7	-8	-2	-15	.	-3
Cc1nnc(Sc2c(N)n(C)c(=O)n(C)c2=O)s1	8	1	9	0	0	-7	8	-1	-7	8	13
CC(C)C1CC(=O)NC(SCC(=O)Nc2ccc(Br)cc2)=C1C#N (stereo unspecified)	45	17	-34	-32	-7	-27	2	-4	-1	-7	-39
CCN(C(=O)c1cc2c(=O)[nH]c3ccc(C)cc3c2s1)c1ccc(F)cc1	4	-1	20	-3	-3	-24	3	0	-9	2	8
Cc1cc(C(=O)COc2cccnc2[N+](=O)[O-])c(C)n1Cc1ccco1	1	4	26	-10	-3	21	-2	-9	-10	31	21
O=C1S/C(=C\c2ccc(Cl)cc2)C(=O)N1CCn1cnnn1	-33	4	-1	11	0	6	-5	4	1	-3	4
N#CC1=C(N)Oc2n[nH]c(-c3cccs3)c2C1c1ccsc1 (stereo unspecified)	-5	3	-10	-20	-12	1	13	10	-9	11	10
O=[N+]([O-])c1cc(C(F)(F)F)c(Cl)cc1N1CCN(CCO)CC1	-21	2	5	-14	-20	-2	2	7	-4	6	19
O=C(C[n+]1cccc(Br)c1)c1cccs1	-11	-6	-15	2	5	3	-7	11	2	1	-9
Cc1cccc(C(C)(C)C)c1OCCOCCN1CCCC1	1	1	0	4	-26	-1	1	1	2	4	13
CC(=O)OCC(=O)[C@@]12OC3(CCCC3)O[C@@H]1C[C@H]1[C@@H]3CCC4=CC(=O)C=C[C@]4(C)[C@@]3(F)[C@@H](O)C[C@@]12C	17	-15	0	-21	17	5	3	11	-5	-17	-27
COc1ccc2c(c1)c(=O)c(C(=O)c1ccc(Cl)cc1)cn2CC(=O)Nc1ccc(F)cc1	15	-8	-11	-5	-20	0	0	-5	2	22	-8
O=C(CN1CCN(c2ccccn2)CC1)Nc1cc(C(F)(F)F)ccc1Cl	12	7	-35	-19	4	0	-5	5	6	5	17
CCOC(=O)CCC(NC(=O)CC(=O)NC(CCC(=O)OCC)C(=O)OCC)C(=O)OCC (stereo unspecified)	6	-8	-4	-12	-2	-2	-5	-6	9	-5	-4
CCc1nc2ccc(C(=O)NCCOc3ccc(OC)cc3)cn2c1N(C)CCCc1ccccc1	27	9	-13	-8	19	.	-2	.	7	-5	-2
COc1ccc(C2C3=C(CC(C)(C)CC3=O)Nc3c2c(=O)[nH]c(=O)n3Cc2ccccc2)cc1OC (stereo unspecified)	-2	-14	7	-3	.	1	6	3	-8	-11	-17
C[C@H](CO)N1C[C@H](C)[C@@H](CN(C)C(=O)Nc2ccc3c(c2)OCO3)Oc2c(NC(=O)Nc3ccc4c(c3)OCO4)cccc2C1=O	-36	9	-12	-3	-6	10	0	-7	4	-5	11
COc1ccc(S(=O)(=O)N2CCOC2CNC(=O)C(=O)NCc2cccnc2)cc1C (stereo unspecified)	-4	-7	5	3	1	-6	-8	-3	15	-23	10
COCCCn1c(SCc2ccc(OC)cc2)nc2cc(OC)c(OC)cc2c1=N	-27	-7	20	-12	-5	-10	11	-4	-2	-17	12
Cc1c(C(=O)N2CCN(C)CC2)oc2ccc(S(=O)(=O)N3CCOCC3)cc12	11	6	-11	8	8	0	7	-20	-7	-8	-4
COc1cccc(CN2CCN(Cc3cc4ccccc4[nH]3)CC2CCO)c1 (stereo unspecified)	13	3	-4	5	-6	-10	-11	6	22	18	2
COc1ccccc1-c1nc(C(F)(F)F)c(OC)o1	1	-1	-23	-5	0	3	-5	4	-2	11	4
CCCCNC(=O)c1c[nH]c2ccc(S(=O)(=O)Nc3ccc(OCC)cc3)cc2c1=O	-4	-4	6	-14	2	4	-5	16	13	6	-2

Some of these compounds in order of SMILES length, smallest number first.
SMILES	TROY signal inh	TRAIL sens C8	SRC2 inh	SRC1 inh	Vif imaging	LMP1 NFkB inh	NOD2 RIPK2 PPI	TLR9-MyD88 block	NR5A2 inv ag	COUP-TFII inh	NCOA3 inh
O=C(C[n+]1cccc(Br)c1)c1cccs1	-11	-6	-15	2	5	3	-7	11	2	1	-9
Cc1cccc(C(C)(C)C)c1OCCOCCN1CCCC1	1	1	0	4	-26	-1	1	1	2	4	13
COc1cccc(CN2CCN(Cc3cc4ccccc4[nH]3)CC2CCO)c1 (stereo unspecified)	13	3	-4	5	-6	-10	-11	6	22	18	2
COCCCn1c(SCc2ccc(OC)cc2)nc2cc(OC)c(OC)cc2c1=N	-27	-7	20	-12	-5	-10	11	-4	-2	-17	12
COc1ccc(S(=O)(=O)N2CCOC2CNC(=O)C(=O)NCc2cccnc2)cc1C (stereo unspecified)	-4	-7	5	3	1	-6	-8	-3	15	-23	10
CCc1nc2ccc(C(=O)NCCOc3ccc(OC)cc3)cn2c1N(C)CCCc1ccccc1	27	9	-13	-8	19	.	-2	.	7	-5	-2
CCCCNC(=O)c1c[nH]c2ccc(S(=O)(=O)Nc3ccc(OCC)cc3)cc2c1=O	-4	-4	6	-14	2	4	-5	16	13	6	-2
CCOC(=O)CCC(NC(=O)CC(=O)NC(CCC(=O)OCC)C(=O)OCC)C(=O)OCC (stereo unspecified)	6	-8	-4	-12	-2	-2	-5	-6	9	-5	-4
COc1ccc2c(c1)c(=O)c(C(=O)c1ccc(Cl)cc1)cn2CC(=O)Nc1ccc(F)cc1	15	-8	-11	-5	-20	0	0	-5	2	22	-8
COc1ccc(C2C3=C(CC(C)(C)CC3=O)Nc3c2c(=O)[nH]c(=O)n3Cc2ccccc2)cc1OC (stereo unspecified)	-2	-14	7	-3	.	1	6	3	-8	-11	-17
C[C@H](CO)N1C[C@H](C)[C@@H](CN(C)C(=O)Nc2ccc3c(c2)OCO3)Oc2c(NC(=O)Nc3ccc4c(c3)OCO4)cccc2C1=O	-36	9	-12	-3	-6	10	0	-7	4	-5	11
CC(=O)OCC(=O)[C@@]12OC3(CCCC3)O[C@@H]1C[C@H]1[C@@H]3CCC4=CC(=O)C=C[C@]4(C)[C@@]3(F)[C@@H](O)C[C@@]12C	17	-15	0	-21	17	5	3	11	-5	-17	-27
